Pf apPOL block = Pf-apPOL DNA polymerase inhibition | 0.25% of 210,000 active | Recombinant Pf-apPOL, molecular beacon fluorescence, 1.5 h | AID 1794808 | inhibition, % at 10 µM
mHTT CaM bind = disrupts binding of mutant huntingtin to calmodulin; P42858; AlphaScreen His-mHTT/GST-CaM binding, luminescence; inhibition, % at 15 µM; 3.6% of 190,000 active; AID 1671202;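 also: 0% = both proteins with DMSO and 100% = one protein alone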
Target sequence (P42858 whole entry, looked up, stated change not applied): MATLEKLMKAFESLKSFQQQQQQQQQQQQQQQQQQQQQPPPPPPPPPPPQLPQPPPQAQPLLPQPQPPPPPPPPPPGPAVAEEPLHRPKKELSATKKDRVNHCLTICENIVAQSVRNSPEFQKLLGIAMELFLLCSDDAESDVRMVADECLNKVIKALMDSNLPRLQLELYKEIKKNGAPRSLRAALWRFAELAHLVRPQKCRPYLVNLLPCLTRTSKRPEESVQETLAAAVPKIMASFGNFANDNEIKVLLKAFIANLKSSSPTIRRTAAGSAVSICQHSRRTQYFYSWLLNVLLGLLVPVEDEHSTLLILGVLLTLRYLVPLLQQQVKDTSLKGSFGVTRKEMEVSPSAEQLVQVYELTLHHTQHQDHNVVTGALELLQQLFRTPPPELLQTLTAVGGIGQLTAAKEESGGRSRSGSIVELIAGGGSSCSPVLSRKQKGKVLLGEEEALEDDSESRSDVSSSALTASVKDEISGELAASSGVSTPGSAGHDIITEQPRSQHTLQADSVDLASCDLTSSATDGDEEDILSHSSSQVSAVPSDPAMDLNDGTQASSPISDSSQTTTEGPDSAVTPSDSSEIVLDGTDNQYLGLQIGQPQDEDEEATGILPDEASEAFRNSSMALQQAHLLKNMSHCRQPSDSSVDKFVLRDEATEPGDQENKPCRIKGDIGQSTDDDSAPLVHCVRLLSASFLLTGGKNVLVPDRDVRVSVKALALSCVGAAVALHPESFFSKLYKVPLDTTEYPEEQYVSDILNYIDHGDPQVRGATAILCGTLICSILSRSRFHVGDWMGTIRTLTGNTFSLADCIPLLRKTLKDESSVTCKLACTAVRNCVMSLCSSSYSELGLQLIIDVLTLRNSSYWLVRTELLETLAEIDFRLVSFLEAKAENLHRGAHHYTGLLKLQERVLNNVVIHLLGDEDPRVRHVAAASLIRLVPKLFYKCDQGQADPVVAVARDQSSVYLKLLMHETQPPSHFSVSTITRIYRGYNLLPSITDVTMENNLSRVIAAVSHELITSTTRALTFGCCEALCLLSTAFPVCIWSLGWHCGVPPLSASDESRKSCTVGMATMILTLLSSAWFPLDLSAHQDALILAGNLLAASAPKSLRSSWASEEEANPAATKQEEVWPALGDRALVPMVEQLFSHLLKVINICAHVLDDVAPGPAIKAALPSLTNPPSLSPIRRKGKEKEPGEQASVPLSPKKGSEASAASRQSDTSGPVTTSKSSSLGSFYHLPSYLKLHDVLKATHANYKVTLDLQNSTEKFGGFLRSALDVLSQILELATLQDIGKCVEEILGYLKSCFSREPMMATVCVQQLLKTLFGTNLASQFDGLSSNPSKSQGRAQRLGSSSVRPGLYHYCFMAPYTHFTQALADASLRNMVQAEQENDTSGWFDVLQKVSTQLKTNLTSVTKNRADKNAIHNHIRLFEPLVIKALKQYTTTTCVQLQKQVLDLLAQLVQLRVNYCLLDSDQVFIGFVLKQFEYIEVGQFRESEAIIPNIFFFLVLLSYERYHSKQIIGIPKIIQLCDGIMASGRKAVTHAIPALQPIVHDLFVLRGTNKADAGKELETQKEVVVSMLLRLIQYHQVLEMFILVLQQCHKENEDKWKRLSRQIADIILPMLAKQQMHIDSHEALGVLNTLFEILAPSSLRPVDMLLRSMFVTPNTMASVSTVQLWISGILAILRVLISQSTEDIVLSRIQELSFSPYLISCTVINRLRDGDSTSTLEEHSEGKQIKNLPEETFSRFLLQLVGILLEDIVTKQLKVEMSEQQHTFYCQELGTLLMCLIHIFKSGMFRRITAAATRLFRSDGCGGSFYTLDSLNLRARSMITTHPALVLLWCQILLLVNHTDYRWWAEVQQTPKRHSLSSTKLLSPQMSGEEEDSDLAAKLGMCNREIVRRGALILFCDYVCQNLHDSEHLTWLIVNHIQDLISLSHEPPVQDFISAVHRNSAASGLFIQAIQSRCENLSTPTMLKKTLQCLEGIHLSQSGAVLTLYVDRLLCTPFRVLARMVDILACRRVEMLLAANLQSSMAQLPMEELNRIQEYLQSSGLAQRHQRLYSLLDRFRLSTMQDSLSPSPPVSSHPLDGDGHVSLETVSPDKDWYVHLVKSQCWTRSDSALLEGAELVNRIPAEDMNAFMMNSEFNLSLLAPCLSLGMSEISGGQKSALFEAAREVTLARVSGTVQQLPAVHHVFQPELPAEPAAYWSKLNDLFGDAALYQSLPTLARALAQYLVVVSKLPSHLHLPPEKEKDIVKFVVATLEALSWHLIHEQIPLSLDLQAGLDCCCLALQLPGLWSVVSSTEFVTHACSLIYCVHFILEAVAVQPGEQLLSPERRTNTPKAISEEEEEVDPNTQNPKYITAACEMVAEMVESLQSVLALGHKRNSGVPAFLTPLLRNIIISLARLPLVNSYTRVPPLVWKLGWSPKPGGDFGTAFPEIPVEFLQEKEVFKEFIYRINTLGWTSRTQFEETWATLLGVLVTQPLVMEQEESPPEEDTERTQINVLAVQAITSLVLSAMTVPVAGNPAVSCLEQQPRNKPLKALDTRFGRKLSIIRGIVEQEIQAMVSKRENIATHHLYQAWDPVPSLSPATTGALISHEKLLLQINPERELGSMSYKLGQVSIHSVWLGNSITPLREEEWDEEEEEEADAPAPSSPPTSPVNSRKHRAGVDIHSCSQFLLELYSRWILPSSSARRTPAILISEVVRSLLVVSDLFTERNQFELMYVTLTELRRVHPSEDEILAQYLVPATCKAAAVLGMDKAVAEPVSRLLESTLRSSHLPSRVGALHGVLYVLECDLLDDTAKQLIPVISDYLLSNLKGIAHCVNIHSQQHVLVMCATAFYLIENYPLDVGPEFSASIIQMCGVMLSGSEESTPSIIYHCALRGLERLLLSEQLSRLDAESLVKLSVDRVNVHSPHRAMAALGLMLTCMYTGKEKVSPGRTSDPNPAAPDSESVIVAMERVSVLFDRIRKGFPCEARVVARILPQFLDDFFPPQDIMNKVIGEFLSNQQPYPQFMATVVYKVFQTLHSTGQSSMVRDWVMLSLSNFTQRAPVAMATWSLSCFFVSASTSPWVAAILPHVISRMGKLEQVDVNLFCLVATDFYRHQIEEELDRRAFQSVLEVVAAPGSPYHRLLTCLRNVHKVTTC
* = called active by the depositor; i = inactive; . = not tested or not shown; & = joins results of further samples. Rule as the data show it: active = inhibition above about 50%; inactive = the rest.

Below each SMILES: Pf apPOL block	mHTT CaM bind
[1] Cn1nc(-c2ccc(N3CCOCC3)c(NS(=O)(=O)c3ccccc3)c2)c2ccccc2c1=O
  -10.3	-3.0
[2] CC(C)(C)CC(=O)N1CC2CN(S(=O)(=O)c3cccc(F)c3)CC(C1)O2
  -0.9	1.3
[3] CS(=O)(=O)N1CCCc2ccc(NC(=O)c3ccno3)cc21
  -10.2	-8.7
[4] CCS(=O)(=O)N1CCCC(C(=O)NCc2ccccn2)C1 (centres undefined)
  -9.1	18.0
[5] Cc1ccc(N2C(=O)c3c(C)nc4ccccc4c3C2=O)cc1
  -4.4	14.0
[6] CN(Cc1ccco1)C(=O)c1ccc2c(c1)NC(=O)C1CCCCN21 (centres undefined)
  -3.0	6.4
[7] Cc1cc(C)nc(SCC(CSc2nc(C)cc(C)n2)C(=O)O)n1
  2.1	2.5
[8] Nc1nnc(SCC(=O)N2CCOCC2)s1
  .	-2.7
[9] Cc1ccc(CNC(=O)C2(C)CCCN(C(=O)NCC(C)C)C2)cc1 (centres undefined)
  -8.1	-8.5
[10] CC(=O)Nc1ccccc1C(=O)C(=O)NC1CCCC(C)C1C (centres undefined)
  2.7	8.0
[11] CC12c3ccccc3C(c3ccccc31)C1C(=O)NNC(=O)C12 (centres undefined)
  -8.9&1.7	-1.0&-1.3
[12] COc1cc(C2C(C(=O)O)c3ccccc3C(=O)N2C)cc(Br)c1O (centres undefined)
  -0.4	0.0
[13] O=C(c1cnc(N2CCN(c3ccccn3)CC2)c2ccccc12)N1CCCC1
  -0.1	2.0
[14] COc1ccc(CNc2cc([N+](=O)[O-])ccc2OC)cc1
  -2.4	-41.1
[15] CC(=O)Nc1ccc(-c2noc(C3CCN(C(=O)c4ccc(C)c(C)c4)CC3)n2)cc1
  6.2	39.4
[16] CCOc1ccccc1C(=O)NC1(c2nc(CC)no2)CCCCC1
  -0.9	1.1
[17] O=C1CC(c2ccccc2)c2c(n[nH]c2-c2ccc(Cl)cc2)N1 (centres undefined)
  -0.9	5.9
[18] CC(=O)NS(=O)(=O)c1ccc(NC(=O)COc2ccc(Br)c(C)c2)cc1
  -14.3	5.2
[19] O=C(Nc1ccc(N2CCCN(Cc3cc(F)cc(F)c3)C2=O)cc1)C1CC1
  -2.1	4.6
[20] Cc1ccc2c(c1)c1c(n2CCC#N)CCN(C)C1
  -3.8	-1.1

Below each SMILES: Pf apPOL block	mHTT CaM bind
[21] CC(=O)N1C(C(=O)O)CSC1c1ccsc1 (centres undefined)
  -0.9	-1.0
[22] Cc1ccc(N2C(=O)NC(=O)/C(=C\c3cn(CC(=O)N4CCOCC4)c4ccccc34)C2=O)cc1
  0.2	31.0
[23] CC(C)NC(=O)CN1CCN(C(=O)Nc2ccc(Cl)cc2)CC1=O
  -3.3	-7.9
[24] CCCCCCN1C[C@H](n2cc(COC(=O)c3ccccc3)nn2)[C@@H](O)C[C@@H]1c1ccc(OC)cc1
  -3.5	55.5*
[25] O=C(NC1CCS(=O)(=O)C1)Sc1ccccc1 (centres undefined)
  -1.9	-7.0
[26] c1coc(C2Nc3ccccc3C3OCCC23)c1 (centres undefined)
  .	-3.0
[27] O=C(Cc1cccs1)Nc1nnc(SCC(=O)Nc2nc3ccccc3s2)s1
  -1.2	0.5
[28] O=C(Nc1nc(C23CC4CC(CC(C4)C2)C3)cs1)c1c(O)c2cccc3c2n(c1=O)CCC3
  -4.3	-2.0
[29] COc1ccc(N2COc3ccc4c(c3C2)OC(=Cc2cccnc2)C4=O)c(OC)c1
  -5.7	27.8
[30] Cc1oc(C2CCN(C(=O)NCCc3ccccc3)CC2)nc1C(=O)N1CCOCC1
  -1.9	-5.7
[31] COc1ccc(C)cc1NC(=O)c1cc(S(=O)(=O)N(C)C2CCCCC2)ccc1F
  31.0	-9.0
[32] CCCCCCn1cc(CN2CC(N(C)CCC)CS2(=O)=O)nn1 (centres undefined)
  -6.1	-7.0
[33] Cc1ccc(-c2nc(C=Nc3cccnc3Cl)c(O)o2)cc1
  -2.9	9.0
[34] O=C(CCC1CCCN(C(=O)Nc2cccc(F)c2)C1)NCC1CCCCC1 (centres undefined)
  -5.4	-18.5
[35] O=[N+]([O-])c1ccc(S(=O)(=O)Nc2ncn[nH]2)cc1
  -1.0	-11.1
[36] O=C(Nc1ccc2c(c1)OCCO2)N1CCC2(CC1)Nc1ccccc1-n1cccc12
  4.0	62.4*
[37] CC1(C)Cc2c(sc(N=CN3CCOCC3)c2C#N)C(C)(C)N1
  2.5	1.4
[38] COc1ccc(C(=O)Nc2ccc3c(c2)OC2(CCCCC2)O3)c(OC)c1OC
  0.9	11.0
[39] O=C(O)CCC(=O)N1CCc2ccccc2C1
  3.4	-6.7
[40] COc1ccc(C2C(C(=O)N3CCCC(C)C3)c3cc(OC)c(OC)cc3C(=O)N2C)cc1 (centres undefined)
  -10.4	12.0

Part of the list above in order of molar mass, low to high:
Below each SMILES: Pf apPOL block	mHTT CaM bind
[25] O=C(NC1CCS(=O)(=O)C1)Sc1ccccc1 (centres undefined)
  -1.9	-7.0
[32] CCCCCCn1cc(CN2CC(N(C)CCC)CS2(=O)=O)nn1 (centres undefined)
  -6.1	-7.0
[36] O=C(Nc1ccc2c(c1)OCCO2)N1CCC2(CC1)Nc1ccccc1-n1cccc12
  4.0	62.4*

Continuation.
Below each SMILES: Pf apPOL block	mHTT CaM bind
[41] COCCN1CC(C(=O)NCc2cccc(OC)c2)CC1=O (centres undefined)
  0.7	-0.2
[42] CC(C)N1C(=O)Cc2ccccc2C1C(=O)NCc1cccc(F)c1 (centres undefined)
  2.4	-9.1
[43] CC1(C)Cc2c(c(N3CCOCC3)nc3sc(C(=O)NN)cc23)CO1
  1.6	2.9
[44] Cc1c(-c2noc(C3CCCCC3)n2)nnn1-c1ccccc1
  -1.0	-21.2
[45] COc1ccc(-c2noc(C3CCCN3C(=O)NC3CCCC3)n2)cc1 (centres undefined)
  -3.3	1.3
[46] O=S(=O)(Nc1cc(Cl)ccc1Cl)c1cccs1
  .	-4.8
[47] O=C(NCCc1csc(C2CCN(C(=O)c3cccc(F)c3)CC2)n1)C1CCC1
  0.8	4.7
[48] COc1ccc(-c2noc(COc3ccccc3OC)n2)cc1OC
  -4.8	-12.5
[49] O=C(C1CCC1)N(Cc1ccccn1)c1nc2c(F)cc(F)cc2s1
  -0.8	-12.1
[50] Cc1noc(-c2ccc(OC(F)(F)F)cc2)c1C(=O)N(C)Cc1ccccc1
  5.4	-8.5
[51] OCc1nc2ccccc2n1CCCOc1ccccc1
  -13.8&-6.9	-1.0&-4.2
[52] N#Cc1ccc2c(c1)COC2c1ccc(F)cc1 (centres undefined)
  .	-10.8
[53] Cc1cc(NC(=O)C(=O)NCC(c2ccc(F)cc2)N(C)C)no1 (centres undefined)
  -7.0	1.2
[54] COc1ccccc1-n1c(O)c(C=Nc2ccc(C)cc2)c2ccccc2c1=O
  -4.4	32.0
[55] COCCn1c(C2CCN(C(=O)c3cccc(Cl)c3)C2)nc2ccncc21 (centres undefined)
  -4.6	-8.8
[56] Cc1cccc(OCC(=O)N2CCC3(CC2)NC(=O)N(Cc2cccc(Cl)c2)C3=O)c1
  -3.2	27.2
[57] Cc1ccc(S(=O)(=O)N2CCC(c3noc(-c4ccccc4C)n3)CC2)cc1
  -3.1	-10.3
[58] CC(=O)c1cccc(NC(=O)CN(c2cccc([N+](=O)[O-])c2)S(C)(=O)=O)c1
  -4.7	-2.9
[59] N/C(=N\OC(=O)CC1CCCCC1)c1ccccn1
  -3.5	i
[60] Cc1[nH]c2ccccc2c1-c1csc(-c2cccnc2)n1
  -0.4	33.0

Below each SMILES: Pf apPOL block	mHTT CaM bind
[61] O=C(NCc1ccc(C(F)(F)F)cc1)c1c[nH]c2ncccc12
  -7.1	-8.5
[62] COC(=O)Nc1ccc(S(=O)(=O)NC(C)=O)cc1
  -0.1	3.4
[63] COc1ccc(C(=O)C(C)OC(=O)c2cc3cccc(OC)c3oc2=O)cc1 (centres undefined)
  -5.4	0.2
[64] COc1ccc(-c2noc(C3CCCN3C(=O)c3sccc3C)n2)cc1 (centres undefined)
  -4.9	-4.3
[65] COc1ccc([N+](=O)[O-])cc1C1=N/C(=C/c2ccccc2)C(=O)O1
  -2.3	2.0
[66] CCn1cc(Cl)c(C(=O)N2CCn3cnnc3C2)n1
  -5.2	-3.5
[67] COc1ccccc1-c1coc2cc(OC(=O)c3ccccc3)ccc2c1=O
  -4.7	4.0

Gathered by group: the compounds so far with four or more nitrogen atoms.
Below each SMILES: Pf apPOL block	mHTT CaM bind
[1] Cn1nc(-c2ccc(N3CCOCC3)c(NS(=O)(=O)c3ccccc3)c2)c2ccccc2c1=O
  -10.3	-3.0
[7] Cc1cc(C)nc(SCC(CSc2nc(C)cc(C)n2)C(=O)O)n1
  2.1	2.5
[8] Nc1nnc(SCC(=O)N2CCOCC2)s1
  .	-2.7
[13] O=C(c1cnc(N2CCN(c3ccccn3)CC2)c2ccccc12)N1CCCC1
  -0.1	2.0
[15] CC(=O)Nc1ccc(-c2noc(C3CCN(C(=O)c4ccc(C)c(C)c4)CC3)n2)cc1
  6.2	39.4
[22] Cc1ccc(N2C(=O)NC(=O)/C(=C\c3cn(CC(=O)N4CCOCC4)c4ccccc34)C2=O)cc1
  0.2	31.0
[23] CC(C)NC(=O)CN1CCN(C(=O)Nc2ccc(Cl)cc2)CC1=O
  -3.3	-7.9
[24] CCCCCCN1C[C@H](n2cc(COC(=O)c3ccccc3)nn2)[C@@H](O)C[C@@H]1c1ccc(OC)cc1
  -3.5	55.5*
[27] O=C(Cc1cccs1)Nc1nnc(SCC(=O)Nc2nc3ccccc3s2)s1
  -1.2	0.5
[30] Cc1oc(C2CCN(C(=O)NCCc3ccccc3)CC2)nc1C(=O)N1CCOCC1
  -1.9	-5.7
[32] CCCCCCn1cc(CN2CC(N(C)CCC)CS2(=O)=O)nn1 (centres undefined)
  -6.1	-7.0
[35] O=[N+]([O-])c1ccc(S(=O)(=O)Nc2ncn[nH]2)cc1
  -1.0	-11.1
[36] O=C(Nc1ccc2c(c1)OCCO2)N1CCC2(CC1)Nc1ccccc1-n1cccc12
  4.0	62.4*
[37] CC1(C)Cc2c(sc(N=CN3CCOCC3)c2C#N)C(C)(C)N1
  2.5	1.4
[43] CC1(C)Cc2c(c(N3CCOCC3)nc3sc(C(=O)NN)cc23)CO1
  1.6	2.9
[44] Cc1c(-c2noc(C3CCCCC3)n2)nnn1-c1ccccc1
  -1.0	-21.2
[45] COc1ccc(-c2noc(C3CCCN3C(=O)NC3CCCC3)n2)cc1 (centres undefined)
  -3.3	1.3
[53] Cc1cc(NC(=O)C(=O)NCC(c2ccc(F)cc2)N(C)C)no1 (centres undefined)
  -7.0	1.2
[55] COCCn1c(C2CCN(C(=O)c3cccc(Cl)c3)C2)nc2ccncc21 (centres undefined)
  -4.6	-8.8
[66] CCn1cc(Cl)c(C(=O)N2CCn3cnnc3C2)n1
  -5.2	-3.5

A portion of the library, so the mix of outcomes need not match the whole.
